GPR151 ag – human GPR151 activation | Q8TDV0 | PathHunter beta-arrestin GPR151 cells, luminescence | activation, % at 11.2 µM | 1% of 650,000 active | AID 1508602; in the data active means activation above about 4.9%;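 further: 0% = median of compound wells and 100% = cells with positive control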
Target sequence (Q8TDV0 whole entry, looked up): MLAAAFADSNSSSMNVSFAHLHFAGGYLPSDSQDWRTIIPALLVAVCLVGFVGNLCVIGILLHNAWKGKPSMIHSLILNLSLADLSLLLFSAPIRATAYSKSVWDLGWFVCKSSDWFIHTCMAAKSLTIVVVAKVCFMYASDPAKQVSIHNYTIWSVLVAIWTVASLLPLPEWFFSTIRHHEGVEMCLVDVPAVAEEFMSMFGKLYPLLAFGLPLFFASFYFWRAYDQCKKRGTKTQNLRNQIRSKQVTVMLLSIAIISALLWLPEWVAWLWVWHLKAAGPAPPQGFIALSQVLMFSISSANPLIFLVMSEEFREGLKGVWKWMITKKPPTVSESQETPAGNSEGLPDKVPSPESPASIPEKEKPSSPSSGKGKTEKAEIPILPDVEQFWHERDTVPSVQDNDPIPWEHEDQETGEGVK
TEAD-YAP inh – TEAD-YAP interaction inhibition; HEK-TIYL cells, TEAD-Gal4/YAP UAS-luciferase luminescence; 1.4% of 640,000 active; inhibition, % at 9.12 µM; in the data active means inhibition above about 32%;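 further: 0% = median of test compound wells and 100% = reference inhibitor wells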
FBW7 activator – activators of human E3 ligase FBW7; 0.13% of 650,000 active; AID 1259310; AlphaScreen FBW7–phospho-cyclin E peptide binding, activator screen; Q969H0; normalized activity (activation), % at 26.1 µM; in the data active means normalized activity above about 1.9%;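 further: purified mutant Fbw7 with reduced substrate affinity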
MITF inh – human MITF inhibition, primary screen | inhibition, % at 2.6 µM | AID 1259374 | AlphaScreen MITF homodimerization, bead proximity signal | 0.91% of 650,000 active; in the data active means inhibition above about 50%;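 further: 0% = vehicle wells with protein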
Target sequence (O75030 whole entry, looked up): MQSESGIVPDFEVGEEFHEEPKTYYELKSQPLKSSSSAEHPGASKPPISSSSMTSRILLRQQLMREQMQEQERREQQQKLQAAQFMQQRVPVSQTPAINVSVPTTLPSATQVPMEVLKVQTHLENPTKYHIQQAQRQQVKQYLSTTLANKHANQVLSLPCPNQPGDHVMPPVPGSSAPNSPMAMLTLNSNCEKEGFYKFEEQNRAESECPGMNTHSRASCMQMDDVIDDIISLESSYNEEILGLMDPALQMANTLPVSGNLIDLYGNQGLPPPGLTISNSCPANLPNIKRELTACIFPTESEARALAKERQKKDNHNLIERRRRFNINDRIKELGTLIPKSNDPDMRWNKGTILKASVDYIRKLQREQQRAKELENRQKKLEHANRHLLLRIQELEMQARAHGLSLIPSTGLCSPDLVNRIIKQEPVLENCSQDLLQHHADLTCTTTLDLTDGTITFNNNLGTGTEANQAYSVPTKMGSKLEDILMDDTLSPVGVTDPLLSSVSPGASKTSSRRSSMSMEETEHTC
Starred values were filed as active, the others as inactive.

Structure	GPR151 ag	TEAD-YAP inh	FBW7 activator	MITF inh
CCOC(=O)c1c(NC(=O)C(C)Sc2nnc(CNC(=O)c3ccco3)n2-c2ccc(F)cc2)sc2c1CCCC2 (stereo not given)	0.5	-2	0.1	4
O=C(c1cc2ncc(Br)cn2n1)N1CCC2(CC1)OCCO2	0.4	4	-0.1	-12
COc1ccc(C(=O)Nc2ccccc2C(=O)NC(C(=O)NNC(=O)c2ccc(OC)c(OC)c2)C(C)C)cc1 (stereo not given)	0.8	-9	0.5	30
N#Cc1sc(NC(=O)c2ccc(Cl)c(Cl)c2)nc1Cl	-1.3	5	0.0	5
O=C1c2oc3ccc(Cl)cc3c(=O)c2C(c2ccco2)N1CCN1CCOCC1 (stereo not given)	0.5	0	0.0	11
C=CCn1c(CCCNC(=O)CCC)nc2ccccc21	0.3	0	0.0	8
O=C1COc2ccc(C(=O)CN3C(=O)NC(c4ccccc4)(c4ccccc4)C3=O)cc2N1	4.3	-2	-0.1	7
Cc1cc(C)cc(-n2[nH]nnc2=S)c1	-0.4	3	0.2	8
O=C1CCc2cc(S(=O)(=O)N3CCN(c4ccccc4F)CC3)ccc2N1	0.5	17	0.1	7
O=C1N[C@@H](Cc2c[nH]c3ccccc23)C(=O)N2CCN(C(=O)Oc3cccc4ccccc34)C[C@H]12	1.1	-10	-0.3	6
COc1ccc(CN2CCN(Cc3ccc(C)cc3)C(CCO)C2)cc1 (stereo not given)	-0.9	4	0.1	6
CCN(CC)C(=S)Nc1ccsc1C(=O)OC	-0.4	-15	0.0	-13
CC(C)c1ccc2c(c1)[C@@H]1C=CC[C@@H]1[C@H](c1ccc(C(=O)O)cc1)N2	-0.7	-3	-0.5	22
COc1ccc(-c2nnc3ccc(SCC(=O)Nc4ccc(F)cc4F)nn23)cc1	0.9	-1	-0.3	-9
C1CCCN(c2nc3nonc3nc2N2CCOCC2)CC1	0.0	6	0.1	11
O=C1CCC(CCC(=O)N2CCC[C@H]2CO)(Cc2ccc(Cl)cc2)N1 (stereo not given in full)	-0.1	6	0.1	6
Cc1ccc(NC(=O)c2nn(-c3ccccc3)c(=O)c3ccccc23)c(O)c1	-0.5	4	0.3	10
Cc1c(C#N)c(SCC(=O)c2ccc(F)cc2)nc2c1CCCC2	-0.6	-8	-0.1	-9
CCCN1CCC2(CC1)CC2C(=O)NCCCc1ccncc1 (stereo not given)	-0.3	5	0.0	5
CCOC(=O)CCc1c(C)nc(SCCN2CCCC2)c(C#N)c1C	0.7	-1	0.6	2
ClC(Cl)(Cl)C1=NCCN1c1ccccc1	-1.2	10	0.5	15
C=CCN1C(=O)/C(=C\c2ccc(OCC)cc2OCC)C(=O)NC1=S	-1.2	8	0.0	-2
O=C(NN=C(C1CC1)C1CC1)c1cccc(I)c1	-0.9	-2	-0.2	18
CC1=NN(C(N)=S)C(O)(C(F)(F)F)C1 (stereo not given)	2.5	25	-0.1	1
O=C1Nc2cc(C(=O)N3CCN(c4ccccc4F)CC3)ccc2Nc2ccccc21	-1.0	1	-0.1	-8
O=C(Nc1cccc(Cl)c1)c1cc(-c2ccccc2)on1	2.1	-17	-0.1	-17
COc1ccccc1/C=C(/NC(=O)c1cccc(C)c1)C(=O)NCCc1c[nH]c2ccccc12	-1.0	3	-0.1	11
CSc1ccc(/C=C2\N=C(c3cccc(C)c3)OC2=O)cc1	-0.6	1	-0.1	13
Cc1c(Cl)ccc(S(=O)(=O)NCCOC23CC4CC(CC(C4)C2)C3)c1Cl	-0.1	-12	0.2	-6
COc1cccc(CNC(=O)c2cnn3c(C)c4c(nc23)CCCC4)c1	-0.7	4	0.5	5

Five structures out of the list, sorted by SMILES length, rising:
Structure	GPR151 ag	TEAD-YAP inh	FBW7 activator	MITF inh
CCCN1CCC2(CC1)CC2C(=O)NCCCc1ccncc1 (stereo not given)	-0.3	5	0.0	5
COc1ccc(CN2CCN(Cc3ccc(C)cc3)C(CCO)C2)cc1 (stereo not given)	-0.9	4	0.1	6
C=CCN1C(=O)/C(=C\c2ccc(OCC)cc2OCC)C(=O)NC1=S	-1.2	8	0.0	-2
O=C1CCC(CCC(=O)N2CCC[C@H]2CO)(Cc2ccc(Cl)cc2)N1 (stereo not given in full)	-0.1	6	0.1	6
COc1ccc(-c2nnc3ccc(SCC(=O)Nc4ccc(F)cc4F)nn23)cc1	0.9	-1	-0.3	-9

Going on with the list:
Structure	GPR151 ag	TEAD-YAP inh	FBW7 activator	MITF inh
O=C(c1ccc(NC(=O)C2(c3ccccc3)CCOCC2)cc1)N1CCOCC1	0.3	-2	-0.1	-6
NC(=O)c1ccc(N=Cc2ccc([N+](=O)[O-])s2)cc1	-0.4	11	-0.1	9
COc1ccc(C(CC(=O)Nc2ccc(F)cc2)N2Cc3ccccc3C2=O)cc1OC (stereo not given)	2.3	2	0.9	9
CC(=O)Sc1nc(O)c(/C=C2\C=c3ccc(C)cc3=NC2=O)[nH]1	-0.1	6	0.4	4
Cc1noc(C)c1C(=O)Nc1nnc(-c2ccncc2)s1	-0.4	1	0.7	9
CSCCC(NC(N)=O)C(=O)N(C)CC(=O)Nc1ccc(C)cc1 (stereo not given)	1.0	-7	0.5	16
CCOC(=O)C(Oc1ncc(Cl)cn1)c1ccc2c(c1)CCO2 (stereo not given)	-1.9	0	0.2	13
CN(C)CCNS(=O)(=O)c1ccccc1	0.2	0	0.1	5
COc1cc(NC(=O)c2cn(-c3ccc(C)c(C)c3)c(=O)c3ccccc23)cc(OC)c1OC	-1.3	2	0.0	12
O=C(C1CC12CCN(C1CCOCC1)CC2)N1CCN(C/C=C/c2ccccc2)CC1 (stereo not given)	0.0	4	-0.1	3
C(=Nc1ccc(N2CCOCC2)cc1)c1cccnc1	-0.9	-16	-0.4	4
O=C(Nc1ccc2c(c1)OCCO2)c1ccccc1F	-7.0	41*	0.3	8
CC1=CC=CN2C(=O)NC(C(F)(F)F)(C(F)(F)F)N=C12	-0.9	1	0.5	22
O=C(CSc1nc2ccccc2o1)NCCOC12CC3CC(CC(C3)C1)C2	0.5	2	0.0	-23
CCc1cccc(NC(=O)Cn2cc3c(n2)CCCC3)c1	1.2	-8	0.2	17
Cc1cccc(OCC(=O)N/N=C2\CC(=O)CC(C)(C)C2)c1	1.4	1	0.1	10
COc1ccc(C(=O)c2sc3c(c2N)c(=O)n(C)c(=O)n3-c2ccccc2)cc1OC	-0.4	-12	0.6	8
CCOc1ccccc1C(=O)c1ccccc1	-0.9	8	0.4	-16
CCc1ccccc1NC(=O)c1cc(S(=O)(=O)N2CC3CC(C2)c2cccc(=O)n2C3)ccc1F (stereo not given)	0.4	1	0.7	20
Cc1ccc(NC(=O)CSc2nnnn2-c2ccc(C(N)=O)cc2)cc1C	-1.0	21	-0.1	1
O=C(CN1C(=O)c2ccccc2C1=O)Nc1cccc(NC(=O)CN2C(=O)c3ccccc3C2=O)c1	3.1	-4	0.4	-6
CCOc1ccc(-c2csc(NC(=O)c3ccc(S(=O)(=O)N4CCc5ccccc54)cc3)n2)cc1	-0.4	1	-0.1	-8
CCOC(=O)/C(Sc1nnc(Nc2cc(C)ccc2OC)s1)=C(/C)O	1.3	-3	0.0	2
COc1cccc(CC(=O)Nc2cnc3cnc(-c4ccco4)cn23)c1	-0.3	0	0.4	17
CCOc1ccc(-n2c(SCC(=O)c3ccc(Cl)cc3)nc3c(sc(=S)n3-c3ccc(CC)cc3)c2=O)cc1	0.6	0	0.1	3
O=C(Oc1coc(CSc2ncccn2)cc1=O)c1cc(Cl)ccc1Cl	0.7	-7	-0.3	8
Cc1cc(F)c(F)c(C(=O)NCC2CCCO2)c1Cl (stereo not given)	3.3	4	0.2	-9
COc1ccccc1C(=O)Nc1ccnn1C1CCN(Cc2ccc(Cl)c(F)c2)CC1	-0.4	-1	-0.1	-2
O=C(O)CCC(=O)Nc1ccc(OC(F)F)cc1	0.2	1	-0.1	10
Cc1cccc(NC(=O)CSc2nnc3[nH]c(=O)cc(N)n23)c1	-1.0	3	0.0	-3

In another format: results already given.
Values run as follows: GPR151 ag | TEAD-YAP inh | FBW7 activator | MITF inh
CCOC(=O)/C(Sc1nnc(Nc2cc(C)ccc2OC)s1)=C(/C)O
  1.3 | -3 | 0.0 | 2
COc1cccc(CC(=O)Nc2cnc3cnc(-c4ccco4)cn23)c1
  -0.3 | 0 | 0.4 | 17
CCOc1ccc(-n2c(SCC(=O)c3ccc(Cl)cc3)nc3c(sc(=S)n3-c3ccc(CC)cc3)c2=O)cc1
  0.6 | 0 | 0.1 | 3
O=C(Oc1coc(CSc2ncccn2)cc1=O)c1cc(Cl)ccc1Cl
  0.7 | -7 | -0.3 | 8
Cc1cc(F)c(F)c(C(=O)NCC2CCCO2)c1Cl (stereo not given)
  3.3 | 4 | 0.2 | -9
COc1ccccc1C(=O)Nc1ccnn1C1CCN(Cc2ccc(Cl)c(F)c2)CC1
  -0.4 | -1 | -0.1 | -2

Additional results follow.
Structure	GPR151 ag	TEAD-YAP inh	FBW7 activator	MITF inh
COC(=O)CCn1c(=O)c2c(nc3n(-c4ccc(C)cc4)c(C)c(C)n23)n(C)c1=O	1.1	2	-0.1	7
CCCNc1ncnc2nc(-c3ccc(OC)nc3)[nH]c12	-1.8	11	-0.2	9
COc1cc(NC(=O)c2cccc(-n3cc(NC(=O)Nc4cccc(Br)c4)cn3)c2)cc(OC)c1OC	1.6	-9	0.1	8
COCCN1CCC(CNc2nc3nonc3nc2N2CCCC2)C1 (stereo not given)	1.3	-1	-0.2	3
Cc1ccc(N2CC(=O)SC23CCCCC3)cc1	0.6	2	0.0	4
O=C(O)/C=C\C(=O)Nc1nccs1	0.8	5	0.1	12
c1ccc(CN2CCC(Nc3nc(N4CCOCC4)nc4nc[nH]c34)CC2)cc1	0.8	1	0.1	-2
COc1ccc(N2C(=O)/C(=C\c3ccc(OC)c(OC)c3OC)C(=O)NC2=S)cc1	-1.0	8	-0.1	5
CC(=O)c1ccc(NC(=O)COC(=O)CCSc2ccccc2Cl)cc1	2.0	-22	-0.3	-2
COc1cccc(NC(=O)C(Cc2ccccc2)n2cccc2)c1 (stereo not given)	4.3	4	0.0	2
O=C(O)C1CCN(C2CC(=O)N(c3ccc(F)cc3)C2=O)CC1 (stereo not given)	0.9	2	-0.1	0
N#CCCN(C(=O)CCl)c1ccccc1F	-1.6	46*	0.0	13
COc1ccc(Cl)cc1NC(=O)N1CCN(S(C)(=O)=O)CC1	-0.4	5	-0.1	5
CCOc1ccc(/C=C2\N=C(c3cc(Cl)ccc3Cl)OC2=O)cc1	0.3	5	0.0	6
Cc1ccc(NC(=O)c2ccc3c(c2)N(CC(=O)NC2CCCCC2)C(=O)C(C)(C)O3)cc1	1.8	2	-0.2	-5
O=[N+]([O-])C(=C(N1CCOCC1)N1CCOCC1)/C(Cl)=C(\Cl)[N+](=O)[O-]	-0.6	17	0.1	41
CC(C)N(CCNC(=O)Cc1cn(-c2ccc(N3CCOCC3)nn2)c2ccccc12)C(C)C	-3.8	-30	0.4	5
COc1ccc2cc(CCNC(=O)/C=C\c3ccccc3)c(=O)[nH]c2c1	-0.6	-1	0.2	16
CC(=O)c1sc(-c2c(C)nc3sccn23)nc1C1CCCC1	-1.2	2	0.1	-12
CC1(C)CC(C(=O)c2ccccc2)CCO1 (stereo not given)	0.4	10	-0.1	10
CCCS(=O)(=O)N1CCN=C1SCc1ccccc1F	-1.6	1	0.0	-12
Cc1cc(/C=C2\SC(N)=NC2=O)c(C)n1C1CC1	-1.0	-2	-0.1	12
Cc1ccc(N2CC3=C(C2=O)C(c2ccccc2)NC(=O)N3C)cc1C (stereo not given)	0.1	4	0.1	10
CC(C)(C)c1cc(S(=O)(=O)Nc2cnc3ccccc3c2)cc(C(C)(C)C)c1F	0.8	8	-0.2	-5
O=C(Nc1ccc(F)c(F)c1)c1cc(S(=O)(=O)N2CCN(c3ccccc3)CC2)ccc1F	1.4	-2	-0.1	5
Cc1ccc(NC(=O)Nc2nnc(N3CCCCC3C)s2)c(Cl)c1 (stereo not given)	0.3	5	-0.1	13
COc1cccc(NC(=O)C23CCC(C)(C(=O)C2)C3(C)C)c1 (stereo not given)	0.3	1	0.0	4
O=C(COc1ncnc2ccc(Br)cc12)Nc1ccc(F)c([N+](=O)[O-])c1	5.2*	-2	0.0	6
CCOC(=O)c1ccc(S(=O)(=O)N2CCCCCC2)cc1	1.9	12	-0.1	-3
Clc1ccc(OCc2nn3c(Cc4ccccc4)nnc3s2)cc1	0.1	-10	-0.1	-13
Cc1cc(C)c(C(=O)Nc2ccc(C)c([N+](=O)[O-])c2)c(C)c1	-1.1	-4	-0.3	2
FC(F)(F)c1cccc(CNc2nc(NCc3ccc4c(c3)OCO4)nc3nc[nH]c23)c1	2.7	-12	0.4	16
COc1ccc(NC(=O)c2oc3ccccc3c2NC(=O)C2CC2)cc1	-0.7	16	-0.1	3
COc1cc2nc(Cl)nc(Nc3cc(OC)c(OC)c(OC)c3)c2cc1OC	0.4	0	-0.1	9
COc1ccc(CCNc2cc(C)nc(-c3ccc(OC)cc3)n2)cc1	-3.0	-31	0.6	16
Cc1ccc(C(=O)NC2CCS(=O)(=O)C2)cc1C (stereo not given)	1.2	5	0.9	9
C[C@H]1C(=O)N2CCN(Cc3cnn(-c4cccc(F)c4)c3)C[C@@H]2C(=O)N1C	-0.3	-2	0.0	10

Screens deposited in PubChem by The Scripps Research Institute Molecular Screening Center.

This is a random part of the collection, and some 3.4% of all compounds hit somewhere here.
